Compound activity as filed in PubChem.
UHRF1 binding = human UHRF1 methylated DNA binding inhibitors; Q96T88; UHRF1 binding to methylated oligo, TR-FRET; inhibition, % at 4.4 µM; hit rate 0.75% among 370,000; in the data active means inhibition above about 21%;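 further: UHRF1 SRA domain binding a hemimethylated CpG hairpin DNA probe; 0% = median of test compound wells and 100% = reference inhibitor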
GC-A act = GC-A (human) enzyme activation; AID 1671463; hit rate 0.14% among 370,000; HEK293 GC-A cells, cGMP TR-FRET, EC30 ANP; 0% at EC30 ANP, 100% saturating ANP; activation, % at 10 µM; P16066; in the data active means activation above about 40%
Target sequence (P16066 whole entry, looked up): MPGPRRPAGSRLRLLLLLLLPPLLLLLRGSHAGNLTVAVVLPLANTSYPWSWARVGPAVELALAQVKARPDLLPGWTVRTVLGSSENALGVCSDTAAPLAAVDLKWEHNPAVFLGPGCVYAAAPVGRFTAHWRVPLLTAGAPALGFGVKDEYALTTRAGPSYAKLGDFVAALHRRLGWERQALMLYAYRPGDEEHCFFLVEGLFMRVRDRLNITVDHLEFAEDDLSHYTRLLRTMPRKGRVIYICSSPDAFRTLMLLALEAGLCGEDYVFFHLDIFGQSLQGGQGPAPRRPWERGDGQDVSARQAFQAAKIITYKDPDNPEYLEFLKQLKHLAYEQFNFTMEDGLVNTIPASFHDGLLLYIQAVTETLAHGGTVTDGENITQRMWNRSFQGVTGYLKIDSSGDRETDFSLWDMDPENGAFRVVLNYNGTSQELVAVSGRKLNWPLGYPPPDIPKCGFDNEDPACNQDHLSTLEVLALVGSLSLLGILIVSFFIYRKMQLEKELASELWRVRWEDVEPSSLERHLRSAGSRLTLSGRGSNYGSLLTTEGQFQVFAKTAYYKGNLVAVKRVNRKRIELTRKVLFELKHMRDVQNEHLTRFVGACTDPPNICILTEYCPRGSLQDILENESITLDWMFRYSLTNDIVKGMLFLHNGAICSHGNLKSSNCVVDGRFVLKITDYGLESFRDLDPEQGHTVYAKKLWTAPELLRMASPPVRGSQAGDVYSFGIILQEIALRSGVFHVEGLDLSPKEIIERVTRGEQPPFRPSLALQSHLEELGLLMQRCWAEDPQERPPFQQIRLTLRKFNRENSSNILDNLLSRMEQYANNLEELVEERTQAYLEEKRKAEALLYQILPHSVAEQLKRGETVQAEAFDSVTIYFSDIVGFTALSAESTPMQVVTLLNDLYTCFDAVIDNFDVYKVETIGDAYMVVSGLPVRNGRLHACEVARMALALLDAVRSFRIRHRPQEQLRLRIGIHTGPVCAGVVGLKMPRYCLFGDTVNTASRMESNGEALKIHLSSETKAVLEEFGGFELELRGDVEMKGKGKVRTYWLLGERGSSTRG
PRMT1 FP inh = inhibitors of human PRMT1. Q99873. recombinant PRMT1, activity-based probe fluorescence polarization. AID 652257. inhibition, % at 2.79 µM. hit rate 1.3% among 370,000;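 active means inhibition above about 21% made by adding two undisclosed values, limit read from the data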
mABHD4 FP = ABHD4 (mouse) inhibition, primary FP screen; hit rate 0.54% among 370,000; purified mABHD4, FP-Rh probe fluorescence polarization; inhibition, % at 8.92 µM; Q8VD66;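 active means inhibition exceeding the mean over every tested compound plus 3 SD, cut at about 30% in these data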;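 further: 0% = plate median of compound wells and 100% = S159A mutant with DMSO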
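system = mouse ABHD4 enzyme, wild type | medium = HEPES pH 7.0, NaCl, Pluronic buffer | also added = FP-Rh probe | incubation = Enzyme–compound pre-incubation 45 min, then probe 60 min, both 25 °C | technique = fluorescence polarization, excitation 525 nm, emission 598 nm, BODIPY TMR filters | controls = S159A mutant high control, sample median low control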
SIAE primary = human SIAE inhibition, primary screen | Q9HAT2 | SIAE FP-Rh probe binding, fluorescence polarization | inhibition, % at 9.66 µM | hit rate 0.69% among 370,000 | AID 1053197;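 active means inhibition above a cutoff: mean of compounds within the control limits plus 3 SD of those, cut at about 17% in these data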;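 further: 0% = plate median of compound wells and 100% = probe without SIAE protein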
HTRA1 inh = blocks human HTRA1 serine peptidase. hit rate 0.5% among 340,000. inhibition, % at 5.96 µM. recombinant HTRA1, FP-rhodamine activity-based probe, fluorescence polarization. Q92743. AID 504803; in the data active means inhibition above about 36%;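 further: 0% = enzyme with DMSO and 100% = wells lacking enzyme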
rCAG RNA binder = binds r(CAG) RNA repeats. r(CAG) RNA repeat, TO-PRO-1 dye displacement fluorescence. inhibition, % at 3 µM. hit rate 1.3% among 370,000. AID 651821;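 active means inhibition above the plate cutoff, the mean of all test compounds on that plate plus 3 SD, cut at about 35% in these data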;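 further: 0% = DMSO alone and 100% = 100 µM mitoxantrone as full dye displacement; higher means more dye released from RNA so lower well fluorescence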
TCR-CD3 inh = blocks the human TCR-CD3 interaction | TAMRA-labeled TCR probe fluorescence, biochemical | inhibition, % at 9.4 µM | hit rate 0.37% among 360,000 | AID 651800; in the data active means inhibition above about 19%;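 further: recombinant mutant TCR 2C K166C tagged with TAMRA read by polarization; 0% = receptor in buffer alone and 100% = receptor with positive control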
MBD2 DNA inh = inhibitors of human MBD2 binding to methylated oligonucleotide. Q9UBB5. TR-FRET. inhibition, % at 4.4 µM. hit rate 0.31% among 370,000; in the data active means inhibition above about 13%
GC-B act = GC-B (human) receptor activation; P20594; activation, % at 10 µM; HEK293-GC-B cells, CNP EC30, cGMP TR-FRET; 0% at EC30 CNP, 100% saturating CNP; hit rate 0.11% among 370,000; AID 1920062;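 active means activation at 10 µM reaching about 35% in either raw or pattern-adjusted values, limit read from the data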
Starred values were filed as active, the others as inactive; . = not tested or not shown. An excerpt. The share of hits here may be higher or lower than overall.

1) COC(=O)c1ccccc1NC(=O)c1cn(-c2ccc(C)c(C)c2)c(=O)c2ccccc12
2) COc1cccc(NC(=O)N2CCCC2C(=O)NC23CC4CC(CC(C4)C2)C3)c1 (stereo not given)
3) O=C(O)C1Nc2ccc(C(F)(F)F)cc2C2OCCC12 (stereo not given)
4) O=C(CCn1nnc2ccccc2c1=O)N[C@@H](Cc1ccccc1)C(=O)O
5) Cc1ccc(NS(=O)(=O)c2cc(C(=O)Nc3cccc(N(C)S(C)(=O)=O)c3)ccc2C)c(C)c1
6) Cc1cccc(NC(=O)NCc2ccc3c(c2)OCO3)c1C
7) O=C(O)CCn1cc(-c2ccc(Cl)cc2)nc1-c1ccc(Cl)nc1
8) Cc1ccc(C(=O)Nc2ccc3c(c2)nc2n3CCSC2)cc1

Compound | 1 | 2 | 3 | 4 | 5 | 6 | 7 | 8
UHRF1 binding | -2 | 1 | -1 | -1 | 1 | 2 | 1 | 0
GC-A act | 0 | 2 | 1 | 6 | 1 | 3 | 0 | 5
PRMT1 FP inh | -1 | 7 | 4 | 1 | -2 | 0 | -1 | 2
mABHD4 FP | 6 | 1 | 4 | 4 | -37 | 2 | -1 | 1
SIAE primary | 3 | 12 | 1 | 1 | -40 | -1 | -4 | -8
HTRA1 inh | -2 | 8 | -6 | 8 | -44 | 4 | 2 | -17
rCAG RNA binder | 3 | -2 | 9 | 3 | 4 | 2 | 6 | 9
TCR-CD3 inh | 1 | -1 | 3 | 2 | 4 | 2 | 2 | 8
MBD2 DNA inh | 0 | 1 | 4 | -6 | -4 | -2 | 1 | -2
GC-B act | 7 | 0 | 1 | 4 | 4 | -3 | 3 | 1

9) O=C(Cc1ccccc1)Nc1nc(=O)c2ccccc2s1
10) CCOC(=O)C1=C(C)NC2=C(C(=O)CC(C)(C)C2)C1c1ccc2c(c1)CCCN2C (stereo not given)
11) COc1ccc(NC(=O)c2ccco2)cc1S(=O)(=O)N1CCOCC1
12) Cc1ccc(C)c(NC(=O)CN(C)C(=O)c2cccc(S(=O)(=O)N(C)C)c2)c1
13) Cc1ccc2[nH]c(=O)c(COC(=O)c3ccccn3)cc2c1
14) Cc1ccc(S(=O)(=O)N2CCN(Cc3nc4ccccc4[nH]3)CC2)cc1C
15) CCc1ccc(NC(=O)CN(C(=O)N2CCN(CC)CC2)S(=O)(=O)c2ccc(C)cc2)cc1
16) COc1ccccc1CCn1cnc2c3cc(C)ccc3n(C)c2c1=O

Compound | 9 | 10 | 11 | 12 | 13 | 14 | 15 | 16
UHRF1 binding | 1 | -1 | -1 | -1 | 1 | 5 | -3 | -1
GC-A act | 11 | 0 | 3 | 6 | 2 | -8 | 3 | -7
PRMT1 FP inh | 48* | -2 | -1 | -2 | -1 | -2 | -1 | -4
mABHD4 FP | 7 | 13 | -4 | -1 | -3 | -9 | -1 | -1
SIAE primary | 0 | 3 | -2 | -7 | 0 | 2 | -2 | 2
HTRA1 inh | -3 | 14 | -6 | 5 | -2 | 1 | -2 | -15
rCAG RNA binder | 8 | 5 | -2 | -5 | 2 | 6 | 0 | -6
TCR-CD3 inh | 2 | 8 | 4 | 5 | 2 | -7 | 1 | 8
MBD2 DNA inh | -5 | -3 | -4 | 4 | 1 | -1 | -3 | 0
GC-B act | -2 | 4 | 0 | -2 | 2 | -9 | 3 | -9

17) Fc1ccc2nc(Nc3ccccc3)sc2c1
18) CC(C)C(OC(=O)c1ccco1)C(=O)NCc1cccs1 (stereo not given)
19) CCOC(=O)Cc1c(C)nc(-c2ccccc2)[nH]c1=O
20) O=C(Nc1ccc2oc(-c3cccc(F)c3)nc2c1)c1ccccc1F
21) CC(C)(C)NC(=O)C(c1ccc(Cl)cc1)N(CCO)C(=O)c1snc(C(N)=O)c1N (stereo not given)
22) N#Cc1c(NC(=O)c2ccccc2)sc2c1CCC2
23) O=C(c1ccco1)N1CCN(Cc2nnnn2CC2CCCO2)CC1 (stereo not given)
24) Cc1ccc2nc(C)cc(Cl)c2c1

Compound | 17 | 18 | 19 | 20 | 21 | 22 | 23 | 24
UHRF1 binding | -1 | 0 | 2 | -2 | -4 | -3 | -5 | -2
GC-A act | 10 | -5 | 1 | 4 | -17 | -1 | 0 | 7
PRMT1 FP inh | -4 | 2 | 1 | 0 | 0 | 1 | 1 | -5
mABHD4 FP | 0 | 5 | 2 | 4 | 0 | 0 | 2 | 3
SIAE primary | 10 | 7 | 3 | -5 | 2 | 0 | 4 | -8
HTRA1 inh | -12 | 6 | 2 | -11 | 1 | -6 | 0 | 3
rCAG RNA binder | 4 | -4 | 0 | 1 | -2 | 3 | 4 | 1
TCR-CD3 inh | -5 | -6 | 6 | 12 | 0 | 9 | 8 | 6
MBD2 DNA inh | -3 | 2 | 1 | 0 | -1 | 0 | -4 | 0
GC-B act | -6 | -5 | 2 | -2 | -6 | -1 | -1 | 3

25) O=C(OC1C2C=CC1C1C(=O)NC21)c1ccccc1 (stereo not given)
26) CCOc1cc(N2CCOCC2)c(OCC)cc1NC1=NCCCCC1
27) COc1ccc(N(CC(=O)N2CCc3ccccc3C2)S(=O)(=O)c2c(C)[nH]c(=O)[nH]c2=O)cc1
28) NC(c1ccccc1)c1csc(Nc2ccccn2)n1 (stereo not given)
29) Cc1ccc(C)c(N2CC(C(=O)Nc3cc(C)on3)CC2=O)c1 (stereo not given)
30) Cc1noc(C)c1C(=O)OCC(=O)/C=C1\N(C)c2ccccc2C1(C)C
31) CC1=C(C(=O)N(C(C)C)C(C)C)CC(CC(=O)NCc2ccco2)C(=O)N1CCC1=CCCCC1 (stereo not given)
32) CN(Cc1ccccc1)C(=O)CSc1cc(=O)n(C)c2ccccc12

Compound | 25 | 26 | 27 | 28 | 29 | 30 | 31 | 32
UHRF1 binding | 1 | 0 | -1 | -2 | -1 | 0 | -1 | 0
GC-A act | -1 | -16 | -2 | -1 | 3 | 6 | 3 | 0
PRMT1 FP inh | 2 | -1 | -2 | -1 | -4 | 2 | 2 | 6
mABHD4 FP | -10 | 11 | 3 | 7 | -3 | -7 | 4 | -3
SIAE primary | -1 | -6 | 6 | 15 | 0 | -1 | 13 | -6
HTRA1 inh | -6 | 8 | -3 | . | -2 | -7 | . | -7
rCAG RNA binder | 1 | 0 | 8 | 3 | -1 | -5 | -1 | -2
TCR-CD3 inh | -1 | 5 | 0 | -12 | -1 | 7 | -1 | -5
MBD2 DNA inh | -1 | -1 | -2 | 1 | -2 | -2 | -2 | 9
GC-B act | -3 | -12 | 2 | -3 | -6 | 7 | -2 | 3

Part of the list above, field by field.
(29) Cc1ccc(C)c(N2CC(C(=O)Nc3cc(C)on3)CC2=O)c1 (stereo not given)
  UHRF1 binding = -1	GC-A act = 3	PRMT1 FP inh = -4	mABHD4 FP = -3	SIAE primary = 0	HTRA1 inh = -2	rCAG RNA binder = -1	TCR-CD3 inh = -1	MBD2 DNA inh = -2	GC-B act = -6
(30) Cc1noc(C)c1C(=O)OCC(=O)/C=C1\N(C)c2ccccc2C1(C)C
  UHRF1 binding = 0	GC-A act = 6	PRMT1 FP inh = 2	mABHD4 FP = -7	SIAE primary = -1	HTRA1 inh = -7	rCAG RNA binder = -5	TCR-CD3 inh = 7	MBD2 DNA inh = -2	GC-B act = 7
(31) CC1=C(C(=O)N(C(C)C)C(C)C)CC(CC(=O)NCc2ccco2)C(=O)N1CCC1=CCCCC1 (stereo not given)
  UHRF1 binding = -1	GC-A act = 3	PRMT1 FP inh = 2	mABHD4 FP = 4	SIAE primary = 13	HTRA1 inh = .	rCAG RNA binder = -1	TCR-CD3 inh = -1	MBD2 DNA inh = -2	GC-B act = -2
(32) CN(Cc1ccccc1)C(=O)CSc1cc(=O)n(C)c2ccccc12
  UHRF1 binding = 0	GC-A act = 0	PRMT1 FP inh = 6	mABHD4 FP = -3	SIAE primary = -6	HTRA1 inh = -7	rCAG RNA binder = -2	TCR-CD3 inh = -5	MBD2 DNA inh = 9	GC-B act = 3

New compounds follow.
33) O=C(c1cc2c(=O)oc3ccccc3c2s1)N1CCOCC1
34) CCCCNC(=O)c1sc(=S)n(-c2ccccc2OC)c1N
35) COc1ccc(CNC(=O)c2cc(C3CC3)nc3c2cnn3C(C)C)cc1
36) O=C(Nc1cc(Cl)ccc1N1CCOCC1)c1ccco1
37) CCNc1ccc(C(=O)OCC(=O)Nc2cc(C)on2)cc1[N+](=O)[O-]
38) c1nc(COc2nsnc2N2CCOCC2)cs1
39) NC(=O)c1ccc(NC(=O)COC(=O)c2ccc([N+](=O)[O-])cc2)cc1
40) CCOC(=O)NC(=O)COC(=O)CNC(=O)c1cccc(OC)c1

Compound | 33 | 34 | 35 | 36 | 37 | 38 | 39 | 40
UHRF1 binding | -2 | 9 | -1 | -2 | 2 | 0 | 2 | 1
GC-A act | 0 | 2 | 30 | 0 | -1 | -1 | -1 | -2
PRMT1 FP inh | 2 | 16 | -2 | -2 | -2 | 0 | 2 | 2
mABHD4 FP | 10 | -12 | -10 | 3 | 4 | -3 | 2 | -6
SIAE primary | -1 | -3 | 0 | -6 | -2 | 5 | -12 | -1
HTRA1 inh | 4 | 1 | -19 | -4 | 8 | 4 | -1 | -1
rCAG RNA binder | -1 | -1 | 0 | -7 | 0 | -1 | -3 | -2
TCR-CD3 inh | -6 | -5 | 11 | 11 | 2 | 5 | -4 | -10
MBD2 DNA inh | 4 | 7 | 2 | -7 | -4 | 0 | 2 | 7
GC-B act | 3 | 2 | 32 | 5 | 1 | -3 | 1 | 5

41) C[C@H](CO)N1C[C@H](C)[C@@H](CN(C)C(=O)NC2CCCCC2)Oc2c(NS(=O)(=O)c3cn(C)cn3)cccc2C1=O
42) Cn1c(=O)oc2cc(S(=O)(=O)N3CCC(C(=O)Nc4ccc(OC(F)(F)F)cc4)CC3)ccc21
43) CC1C(c2ccccc2)N(C)C(c2ccccc2)CC1(O)c1ccccc1 (stereo not given)
44) COc1ccc(-c2onc(C)c2-c2ccc3c(c2)OCCO3)c(O)c1
45) COc1ccccc1CNC(=O)CSc1nc2nc(C)cc(C)n2n1
46) CCOc1ccc(CN2CCCN(C)CC2)cc1
47) COc1ccc(OC)c(CNC(=O)CCN2C(=O)COc3ccccc32)c1
48) CC1CCCN(C(=S)NCc2ccccc2)C1 (stereo not given)
49) COC(=O)c1[nH]c2ccccc2c1NC(=O)CN1CC(C)OC(C)C1 (stereo not given)

Compound | 41 | 42 | 43 | 44 | 45 | 46 | 47 | 48 | 49
UHRF1 binding | 1 | -2 | -2 | 0 | 12 | 5 | 0 | 0 | 0
GC-A act | 3 | 1 | -8 | 1 | -1 | 1 | -6 | 1 | 3
PRMT1 FP inh | -3 | 0 | 2 | -2 | 2 | 3 | 2 | 0 | 0
mABHD4 FP | 0 | -7 | -13 | -16 | -4 | 12 | 0 | -8 | 0
SIAE primary | -2 | -4 | -8 | 1 | 2 | -2 | 4 | 4 | -4
HTRA1 inh | -6 | 0 | -28 | -15 | 11 | 5 | 9 | -1 | -1
rCAG RNA binder | -3 | 0 | -8 | 0 | 4 | 2 | -3 | -1 | -4
TCR-CD3 inh | 9 | 1 | 6 | 3 | 5 | -5 | -1 | 1 | 7
MBD2 DNA inh | -3 | 2 | 0 | -6 | 4 | -4 | 0 | -3 | -2
GC-B act | 0 | -1 | -4 | -1 | 4 | -2 | 1 | 0 | 4
